Source: PubChem BioAssay
Abeta yeast res: restores growth of yeast expressing A-beta42 peptide; yeast expressing A-beta42, growth rescue, OD600, 48 h; response scale: 0% DMSO, 100% iron-clioquinol control; Potency, µM (series often up to 46.1 µM), for inactives: top-dose growth rescue, most hits filed as activators; 410,000 compounds, 0.063% hits; AID 1347071; also: potency is read from the fitted curve at half-maximal effect; nearly all actives have a fitted effect of over 55% in size
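Growth rescue measured by 600 nm absorbance after 48 h yeast culture at 30 C with compound. Values normalized between DMSO and an equimolar ferric chloride plus clioquinol control.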
Nrf2 inh: Nrf2 pathway inhibition | Potency, µM (titrated, usually from 46 µM), without a hit: at the highest dose activity change, negative = inhibition, hits mostly inhibitors | A549 ARE-Fluc reporter, luciferase luminescence, 18-24 h | 360,000 compounds, 2.1% hits | AID 504444; also: potency is read from the fitted curve at half-maximal effect; % is scaled to controls: 0 for no effect and ±100 for the full control effect; nearly all actives have a fitted effect of over 60% in size
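A549 ARE_Fluc cells, 5000/well, 5% FBS OPTI-MEM; compounds in dose-response, 18-24 h at 37 °C/5% CO2; CellTiter-Fluor viability read (Ex 405/Em 525), then BugLite luciferase luminescence = Nrf2 activity.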
Akt phos inh: inhibitors of Akt phosphorylation | Neuro2A IGF-stimulated pAkt S473 HTRF, 20 min; active compounds read low | activity change, % for hits at 50 µM | 360,000 compounds, 0.32% hits | AID 651550; in the data active = activity change below about -80%; inconclusive = mostly about -51% to -80%; also: % is scaled to controls: 0 for no effect and ±100 for the full control effect
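Single-point screen (50 µM final compound) in Neuro2A cells stimulated 20 min with 6 nM IGF at 37 deg C. After lysis, Ser473-phosphorylated Akt read by HTRF (ex 330 nm, em 615/665 nm) as the 665/615 ratio.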
HepG2 viability: HepG2 cytotoxicity, counter-screen for TGF-b inhibitors. 410,000 compounds, 0.76% hits. HepG2 CAGA-GFP viability, ATP luminescence, 18 h. Potency, µM (highest dose often 46.1 µM), inactives show at the highest dose activity change, negative = cytotoxicity, hits mostly cytotoxic; also: potency is read from the fitted curve at half-maximal effect; some results filed as inactive show a strong effect at the top dose
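CellTiter-Glo luminescence gave cytotoxicity after 18 hours at 37 degrees C. The cells were HepG2 CAGA-GFP in 1% FBS DMEM, stimulated with 500 pg/mL TGF-beta after compound addition. %Activity was normalised to no-cell wells (complete cell-killing) and DMSO (no toxicity), and curves were fitted and classified.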
Nrf2 ARE act: activates Nrf2 signaling; 410,000 compounds, 0.31% hits; Potency, µM (doses to about 46.1 µM), inactives show top-dose activation, usual class: activators; AREc32 ARE-luciferase reporter (MCF7-derived line), luminescence, 24 h; AID 624171; also: potency is read from the fitted curve at half-maximal effect; % of control where 0% means no effect; nearly all actives have a fitted effect of over 65% in size
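Quantitative high-throughput format: AREc32 reporter cells, 1000 per well, received compound by pin transfer and were incubated 24 hr at 37 deg C, 5% CO2, before Steady-Glo luminescence detection.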
TGFb SMAD3 inh: blocks TGF-b signaling | HepG2 CAGA-GFP TGF-b/SMAD3 reporter, GFP fluorescence, 18 h; TGF-beta stimulated, 500 pg/mL final | Potency, µM (series often up to 46.1 µM), inactives show at the top dose activity, negative = inhibition, most hits filed as inhibitors | 410,000 compounds, 1.2% hits | AID 588855; also: potency is read from the fitted curve at half-maximal effect; % is scaled to controls: 0 for no effect and ±100 for the full control effect; nearly all actives have a fitted effect of over 65% in size
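Per well, imaged GFP fluorescence of HEPG2 CAGA-GFP cells gives the signal; cells get compound, then TGF-beta (500 pg/mL final), 18 h at 37 degrees C; %Activity versus -TGF-beta and +DMSO controls.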
MmCpn inh: blocks the Methanococcus maripaludis chaperonin Mm-Cpn; purified Mm-Cpn ATPase, ADP Transcreener TR-FRET; Potency, µM (top dose mostly 76.9 µM), without a hit: at the top dose activity, negative = inhibition, most hits filed as inhibitors; 330,000 compounds, 0.031% hits; AID 504842; also: potency is read from the fitted curve at half-maximal effect; % is scaled to controls: 0 for no effect and ±100 for the full control effect; nearly all actives have a fitted effect of over 80% in size
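Quantitative HTS used 25 nM Mm-CPN and 10 uM ATP in magnesium/KCl Tris buffer, pH 7.4, with 1 mM DTT. Hydrolysis ran 30 min at 37°C; ADP was read by HTRF.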
A549 viability: kills or reduces viability of A549 cells in Nrf2 counter-screen; A549 ARE-Fluc cells, CellTiter-Fluor viability, 18-24 h; Potency, µM (series often up to 46 µM), inactives show top-dose activity change, negative = cytotoxicity, most hits filed as inhibitors; 390,000 compounds, 0.16% hits; also: potency is read from the fitted curve at half-maximal effect; % is scaled to controls: 0 for no effect and ±100 for the full control effect
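A549 ARE_Fluc cells in 5% FBS OPTI-MEM were exposed to compounds in concentration-response for 18-24 h at 37 deg C. Viability was read by CellTiter-Fluor fluorescence (Ex 405/Em 525) after 30 min, before the luciferase read.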
CCT chaperon mod: cytosolic chaperonin activity modulation; activity change, % (concentration not given with the values), hits read low; 360,000 compounds, 0.3% hits; purified chaperonin ATPase assay, HTRF ADP detection, 30 min; AID 651819; in the data active = activity change below about -30%; also: % is scaled to controls: 0 for no effect and ±100 for the full control effect
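Nucleotide hydrolysis assay: TRiC at 20–40 nM final (set by batch activity) with 10 uM ATP, 30 min at 37 °C, in presence of 76 uM compound. Detection by competitive ADP HTRF, 30 min ambient.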
* marks the source's active call; other numbers are inactive results; [ ] = remark or other dose. Unless noted, calls follow the shape of the dose curve; as a rule, active = well fitted curve in the direction sought with a large enough effect; inconclusive = small, poorly fitted or top-dose-only effect, or another doubt; inactive = no such curve, though single readings can be large; an effect the other way counts as inactive or inconclusive.

Cc1cccc(-c2oc3ccc(-c4ccc5c(c4)OCO5)cc3c2-c2ccc(OC3CCCCO3)cc2)c1 (stereo not given) was read as Abeta yeast res 5%, Nrf2 inh -11%, Akt phos inh inactive, HepG2 viability -9%, Nrf2 ARE act -0.4%, TGFb SMAD3 inh 10%, A549 viability 2% and CCT chaperon mod -0.2.
CCc1cccc2c(C(=O)COC(=O)/C=C/c3ccc(O)c(OC)c3)c[nH]c12 was read as Abeta yeast res 2%, Nrf2 inh -8%, Akt phos inh inactive, HepG2 viability -3%, Nrf2 ARE act 3.6%, TGFb SMAD3 inh inconclusive, MmCpn inh -1%, A549 viability 1% and CCT chaperon mod -1.2.
For COc1ccc(N2C(S)=C(C#N)C(=O)NC2c2ccc(OC)c(OC)c2)cc1 (stereo not given) the results were Abeta yeast res 1%, Nrf2 inh -10%, Akt phos inh inactive, HepG2 viability -1%, Nrf2 ARE act 3.4%, TGFb SMAD3 inh -4%, MmCpn inh -2%, A549 viability 2% and CCT chaperon mod -1.0.
Screening COc1cc(S(=O)(=O)Nc2ccc3nc(C)sc3c2)ccc1NC(C)=O returned Abeta yeast res 6%, Nrf2 inh inconclusive, Akt phos inh inactive, HepG2 viability -26%, Nrf2 ARE act -0.4%, TGFb SMAD3 inh -24%, MmCpn inh -5%, A549 viability -2% and CCT chaperon mod 0.2.
Screening COC(=O)c1[nH]c2cccc(Cl)c2c1NC(=O)CN1CCN(CCO)CC1 returned Abeta yeast res 16%, Nrf2 inh -9%, Akt phos inh inactive, HepG2 viability -5%, Nrf2 ARE act -0.2%, TGFb SMAD3 inh -2%, MmCpn inh 1%, A549 viability -8% and CCT chaperon mod -2.0.
COc1ccc(C(=O)OCC(=O)NC(=O)NC2CCCC2)cc1OC was read as Abeta yeast res 9%, Nrf2 inh -11%, Akt phos inh inactive, HepG2 viability 5%, Nrf2 ARE act 2.8%, TGFb SMAD3 inh -4%, MmCpn inh -1%, A549 viability 0% and CCT chaperon mod 0.5.
`COc1ccc(C2SCCN2S(=O)(=O)c2ccc(NC(C)=O)cc2)cc1` (stereo not given) gave Abeta yeast res 11%, Nrf2 inh inconclusive, Akt phos inh inactive, HepG2 viability -3%, Nrf2 ARE act 0.0%, TGFb SMAD3 inh -20%, MmCpn inh 0%, A549 viability -11% and CCT chaperon mod 3.2.
`Cc1cc(C(F)(F)F)n2ncc(C(=O)O)c2n1` gave Abeta yeast res -10%, Nrf2 inh 2%, Akt phos inh inactive, HepG2 viability 3%, Nrf2 ARE act 0.3%, TGFb SMAD3 inh inconclusive, MmCpn inh 2%, A549 viability -7% and CCT chaperon mod 0.8.
Cc1ccc(Oc2ccc(OCC(=O)NC(C)C(=O)O)cc2)cc1 (stereo not given) was read as Abeta yeast res 15%, Nrf2 inh 9%, Akt phos inh inactive, HepG2 viability -3%, Nrf2 ARE act -0.5%, TGFb SMAD3 inh -1%, MmCpn inh 1%, A549 viability -10%[1.84 µM] and CCT chaperon mod -1.6.
Screening CCOc1ccc(NC(=O)C2CCCN(C(=O)Nc3ccccc3)C2)cc1 (stereo not given) returned Abeta yeast res 13%, Nrf2 inh -22%, Akt phos inh inactive, HepG2 viability -4%, Nrf2 ARE act -0.4%, TGFb SMAD3 inh -19%, MmCpn inh -1%, A549 viability -4% and CCT chaperon mod -3.6.
CC(C)n1c(Oc2ccc(F)cc2)nc2c1c(=O)n(C)c(=O)n2C was read as Abeta yeast res -6%, Nrf2 inh -14%, Akt phos inh inactive, HepG2 viability -2%, Nrf2 ARE act -0.3%, TGFb SMAD3 inh 7%, MmCpn inh 1%, A549 viability -8% and CCT chaperon mod -4.5.
`CCOC(=O)c1c(NC(=O)CSc2nc3ccccc3s2)sc(C(C)=O)c1C` gave Abeta yeast res 4%, Nrf2 inh inconclusive, Akt phos inh inactive, HepG2 viability -27%, Nrf2 ARE act 2.3%, TGFb SMAD3 inh inconclusive, MmCpn inh -24%, A549 viability -15% and CCT chaperon mod 1.4.
`COc1cc(OC)cc(C(=O)Nc2cccc3nc(C)ccc23)c1` gave Abeta yeast res 1%, Nrf2 inh -8%, Akt phos inh inactive, HepG2 viability 3%, Nrf2 ARE act -0.4%, TGFb SMAD3 inh 1%, MmCpn inh 0%, A549 viability 0% and CCT chaperon mod -3.7.
CCNC(=O)CON=C1c2ccccc2-c2ccccc21 was read as Abeta yeast res -1%, Nrf2 inh -9%, Akt phos inh inactive, HepG2 viability 7%, Nrf2 ARE act 5.5%, TGFb SMAD3 inh -16%, MmCpn inh 1%, A549 viability 2% and CCT chaperon mod -0.1.
For CNC(=O)C(=O)NCCC1CCCCN1S(=O)(=O)c1cccs1 (stereo not given) the results were Abeta yeast res 5%, Nrf2 inh -14%, Akt phos inh inactive, HepG2 viability -10%, Nrf2 ARE act -0.7%, TGFb SMAD3 inh 6%, MmCpn inh 2%, A549 viability 0% and CCT chaperon mod -1.1.
`COc1ccc(OC)c(NC(=O)C(C)n2c(=O)cc(C)c3c(C)nn(-c4ccccc4)c32)c1` (stereo not given) gave Abeta yeast res -8%, Nrf2 inh 9%, HepG2 viability -21%, Nrf2 ARE act -0.5%, TGFb SMAD3 inh -5% and A549 viability -11%.
COC(=O)c1sccc1NC(=O)CC1C(=O)NCCN1C(=O)c1ccc(N(C)C)cc1 (stereo not given) was read as Abeta yeast res -5%, Nrf2 inh 3%, Akt phos inh inactive, HepG2 viability 6%, Nrf2 ARE act -0.2%, TGFb SMAD3 inh 29%, MmCpn inh 0%, A549 viability -8% and CCT chaperon mod -2.7.
For Cc1ccc(C(=O)NNC(=O)c2ccoc2C)s1 the results were Abeta yeast res -5%, Nrf2 inh inconclusive, Akt phos inh inactive, HepG2 viability -14%, Nrf2 ARE act -0.3%, TGFb SMAD3 inh 0%, MmCpn inh 1%, A549 viability 1% and CCT chaperon mod -1.7.
For CN1CCN(CCCNC(=O)c2ccc(CSCc3cccc(Cl)c3)o2)CC1 the results were Abeta yeast res 5%, Nrf2 inh 5%, Akt phos inh inactive, HepG2 viability -15%, Nrf2 ARE act -0.5%, TGFb SMAD3 inh -9%, MmCpn inh 3%, A549 viability -3% and CCT chaperon mod 0.6.
CCCn1c2ccccc2c2cnn(CC(=O)Nc3ccccc3OC)c(=O)c21 was read as Abeta yeast res 16%, HepG2 viability -25%, Nrf2 ARE act 0.1%, TGFb SMAD3 inh inconclusive and A549 viability -1%.
For Cc1ccc(-c2cn3cc(C)ccc3n2)cc1 the results were Abeta yeast res 1%, Akt phos inh inactive, HepG2 viability -24%, Nrf2 ARE act -2.8%, TGFb SMAD3 inh 10%, MmCpn inh -1%, A549 viability 1% and CCT chaperon mod 1.0.
`COc1ccc(OC)c(CN(CCN2CCOCC2)C(=O)Nc2ccccc2)c1` gave Abeta yeast res 17%, Nrf2 inh 8%, Akt phos inh inactive, HepG2 viability 15%, Nrf2 ARE act -0.3%, TGFb SMAD3 inh -5%, MmCpn inh 2%, A549 viability 1% and CCT chaperon mod -0.7.
Screening COc1ccc(C(C)(C)C)cc1NC(=O)CN1C(=O)C(=O)N(Cc2ccco2)C1=O returned Abeta yeast res -5%, Nrf2 inh -3%, Akt phos inh inactive, HepG2 viability 14%, Nrf2 ARE act -0.3%, TGFb SMAD3 inh 17%, MmCpn inh 1%, A549 viability 17% and CCT chaperon mod -0.2.
CCn1cc(S(=O)(=O)Nc2cc(C(=O)OC)ccc2C)cn1 was read as Abeta yeast res -2%, Nrf2 inh -11%, Akt phos inh inactive, HepG2 viability 0%, Nrf2 ARE act -2.6%, TGFb SMAD3 inh 0%, MmCpn inh 1%, A549 viability -5% and CCT chaperon mod -1.0.
Screening CC(C)(c1cc(Cl)c(O)c(CN2CCOCC2)c1)c1cc(Cl)c(O)c(CN2CCOCC2)c1 returned Abeta yeast res 6%, Nrf2 inh -8%, Akt phos inh inactive, HepG2 viability 4%, Nrf2 ARE act -0.5%, TGFb SMAD3 inh 6%, A549 viability -1% and CCT chaperon mod -1.7.
Cn1c(/C=N/Nc2nc3ccccc3[nH]2)nc2ccccc21 was read as Abeta yeast res 0%, Nrf2 inh inconclusive, Akt phos inh inactive, HepG2 viability -24%, Nrf2 ARE act 7.8%, TGFb SMAD3 inh inconclusive, MmCpn inh 2%, A549 viability 1% and CCT chaperon mod 1.5.
`CCOc1ccc(N=C2C(=O)Nc3ccc(C)c(Br)c32)cc1` gave Abeta yeast res -23%, Nrf2 inh -10%, Akt phos inh inactive, HepG2 viability 1%, Nrf2 ARE act 5.5%, TGFb SMAD3 inh 3%, MmCpn inh 4%, A549 viability -4% and CCT chaperon mod -1.3.
Screening O=C(Cn1nc(Cc2ccncc2)c2ccccc2c1=O)Nc1cccc(C(F)(F)F)c1 returned Abeta yeast res -8%, Nrf2 inh inconclusive, HepG2 viability -25%, Nrf2 ARE act 0.5%, TGFb SMAD3 inh inconclusive and A549 viability -9%.
Screening Cc1ccc(Cl)cc1NC(=O)Cn1nnc2sc3c(c2c1=O)CCC(C(C)(C)C)C3 (stereo not given) returned Abeta yeast res 7%, Nrf2 inh -10%, HepG2 viability -2%, Nrf2 ARE act -0.4%, TGFb SMAD3 inh 1% and A549 viability -8%.

Rows were taken by chance. About 4.3% of those tested had a hit in this group.
